Tau fluor cs = counter-screen for tau fibril formation inhibitors; AID 1463; Potency, µM (doses to about 57.7 µM), inactives show at the top dose activity change, negative = decrease; tau K18 P301L Alexa594 fluorescence, heparin fibrillization; actives 0.93% (n = 280,000); also: potency is read from the fitted curve at half-maximal effect; % is scaled to controls: 0 for no effect and ±100 for the full control effect; nearly all actives have a fitted effect of over 55% in size
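Human tau K18 P301L (15 uM unlabeled, 0.24 uM Alexa 594-labeled) in 100 mM sodium acetate pH 7 with 20 uM heparin, 6 hr at 37 C. ThT 30 uM added, 1 hr ambient; Alexa 594 FP and total fluorescence read at 555/632 nm.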
Epigenetic reg = regulators of epigenetic silencing causing reporter derepression in mouse cells. murine LDR cells, GFP reporter derepression, 30 h. Potency, µM (titrated, usually from 53.9 µM), inactives show at the highest dose GFP activation, actives largely listed as activators. actives 0.2% (n = 280,000); also: potency is read from the fitted curve at half-maximal effect; % of control where 0% means no effect; nearly all actives have a fitted effect of over 60% in size
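In this reporter-derepression format, murine cells bearing a silenced integrated CMV-GFP locus incubate with test compound (30 h, 37 C), then are washed and imaged; fluorescent objects of 20–120 um count as induced cells.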
aGal spleen mod = inhibitors or activators of human alpha-galactosidase in spleen homogenate; human spleen homogenate, 4MU-alpha-Gal fluorescence, 40 min; P06280; actives 0.008% (n = 240,000); Potency, µM (doses to about 80 µM), inactives show at the top dose activity change, negative = inhibition, hits mostly inhibitors; AID 2107;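 also: potency is read from the fitted curve at half-maximal effect; 0% = enzyme with vehicle and -100% = no enzyme basal signal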
Target sequence (P06280 32-429 limits assumed): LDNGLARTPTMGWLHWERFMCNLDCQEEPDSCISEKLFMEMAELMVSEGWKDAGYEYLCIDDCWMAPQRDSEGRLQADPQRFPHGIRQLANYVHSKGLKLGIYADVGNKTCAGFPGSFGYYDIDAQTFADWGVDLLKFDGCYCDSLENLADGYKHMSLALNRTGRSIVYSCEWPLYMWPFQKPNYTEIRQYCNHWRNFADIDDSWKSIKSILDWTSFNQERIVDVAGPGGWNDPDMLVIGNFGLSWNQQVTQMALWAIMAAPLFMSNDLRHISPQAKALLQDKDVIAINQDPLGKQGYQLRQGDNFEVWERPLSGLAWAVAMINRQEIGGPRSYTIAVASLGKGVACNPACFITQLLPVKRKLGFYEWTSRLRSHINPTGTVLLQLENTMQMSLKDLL
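Human spleen homogenate (1 ug) was the enzyme source, with 4-methylumbelliferyl-alpha-D-galactopyranoside (1 mM final) in pH 5.0 citrate buffer with 0.01% Tween-20. Compounds were titrated; after 40 min at 37C, NaOH/glycine stop, 4-MU fluorescence read; AC50 from Hill fits.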
NPSR antag = blocks cAMP signaling of the human neuropeptide S receptor. Q6W5P4. CHO-NPSR cells, cAMP TR-FRET, antagonist mode. Potency, µM (doses to about 38.3 µM), for the others: top-dose activity change, negative = inhibition, usual class: inhibitors. actives 1% (n = 220,000). AID 1461; also: potency is read from the fitted curve at half-maximal effect; % is scaled to controls: 0 for no effect and ±100 for the full control effect; nearly all actives have a fitted effect of over 50% in size; many of its hits are not listed in these tables
Tau fibril FP = blocks human tau fibril formation measured by polarization; actives 0.39% (n = 280,000); Potency, µM (series often up to 57.7 µM), for the others: at the top dose activity, negative = inhibition, actives largely listed as inhibitors; K18 P301L tau heparin fibrillization, Alexa594 FP, 6 h; P10636; AID 1468; also: potency is read from the fitted curve at half-maximal effect; % is scaled to controls: 0 for no effect and ±100 for the full control effect; nearly all actives have a fitted effect of over 55% in size
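Read-out: fluorescence polarization of Alexa 594-labeled tau (0.24 uM), 555 nm excitation, 632 nm emission. Mixtures held 15 uM unlabeled K18 P301L, compound and 20 uM heparin, pH 7 acetate buffer, incubated 6 hr at 37 C.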
TexasRed fluor = counter-screen for TRb-SRC2 inhibitors: fluorescence interference | TRb/SRC2 Texas Red total fluorescence interference | Potency, µM (doses to about 106 µM), without a hit: at the top dose fluorescence change, negative = quenching | actives 0.29% (n = 280,000); active = well fitted curve in either direction with a large enough effect; inconclusive = small, poorly fitted or top-dose-only effect; also: potency is read from the fitted curve at half-maximal effect; % is scaled to controls: 0 for no effect and ±100 for the full control effect
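Flags fluorescent or light-absorbing compounds by total fluorescence, S + 2P, at 555 nm excitation and 632 nm emission. Mixture: 20 nM Texas Red SRC2 peptide, 0.6 uM human TRb LBD, 1 uM T3, 5% DMSO; compound exposure 5 h at ambient temperature.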
CBFb RUNX1 block = inhibitors of human CBF-beta and RUNX1 interaction | Q01196+Q13951 | AlphaScreen CBFb-His/RUNX1-biotin binding, biochemical | Potency, µM (doses to about 59.8 µM), inactives show at the highest dose activity, negative = inhibition, most hits filed as inhibitors | 230,000 tested, under 10 active | AID 1477; also: % of control where 0% means no effect
Target sequence (Q01196 whole entry, looked up): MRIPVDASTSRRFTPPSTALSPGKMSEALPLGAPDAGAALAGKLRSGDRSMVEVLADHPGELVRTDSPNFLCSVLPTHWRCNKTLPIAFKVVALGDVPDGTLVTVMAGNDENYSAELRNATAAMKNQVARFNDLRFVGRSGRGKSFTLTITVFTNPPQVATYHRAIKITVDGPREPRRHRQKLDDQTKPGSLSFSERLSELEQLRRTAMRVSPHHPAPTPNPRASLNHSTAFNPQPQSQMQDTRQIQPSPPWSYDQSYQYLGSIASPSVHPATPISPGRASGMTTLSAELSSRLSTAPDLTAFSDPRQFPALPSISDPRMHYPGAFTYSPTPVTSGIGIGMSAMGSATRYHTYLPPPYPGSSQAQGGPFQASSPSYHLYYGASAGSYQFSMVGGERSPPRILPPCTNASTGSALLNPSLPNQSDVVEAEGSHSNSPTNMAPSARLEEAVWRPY
Target sequence (Q13951 whole entry, looked up): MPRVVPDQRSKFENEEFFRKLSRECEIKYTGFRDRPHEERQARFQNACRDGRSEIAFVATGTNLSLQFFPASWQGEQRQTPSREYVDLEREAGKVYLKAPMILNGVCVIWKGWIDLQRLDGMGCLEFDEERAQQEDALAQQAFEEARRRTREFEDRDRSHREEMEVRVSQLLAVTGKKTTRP
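CBFb-His/RUNX1-biotin, 30 nM each, preincubated 20 min RT; compound 15 min RT; Ni + streptavidin beads 50 ng each, 90 min RT; AlphaScreen read.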
TRb-SRC2 inh = inhibitors of human thyroid hormone receptor beta-SRC2 interaction; TRbeta-SRC2 peptide binding, fluorescence polarization; receptor liganded with 1 µM T3; Potency, µM (doses to about 106 µM), for inactives: top-dose activity change, negative = inhibition, hits mostly inhibitors; P10828; actives 0.065% (n = 280,000); AID 1469;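 also: potency is read from the fitted curve at half-maximal effect; plate controls were bound peptide for no effect and peptide without receptor for full effect; nearly all actives have a fitted effect of over 50% in size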
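Human TRb ligand-binding domain (0.6 uM) is mixed with 20 nM Texas Red SRC2 peptide and 1 uM T3; after compound addition and 5 hr at ambient temperature, polarization is measured and normalized to unbound and bound controls.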
The depositor's hits bear a star; ? = inconclusive; / = no result given; & = joins results of further samples; [ ] = dose if it differs, or a comment. Unless noted, calls follow the shape of the dose curve; as a rule, active = well fitted curve in the direction sought with a large enough effect; inconclusive = small, poorly fitted or top-dose-only effect, or another doubt; inactive = no such curve, though single readings can be large; an effect the other way counts as inactive or inconclusive. A portion of the library; the hit share may differ from the screen's.

SMILES | Tau fluor cs | Epigenetic reg | aGal spleen mod | NPSR antag | Tau fibril FP | TexasRed fluor | CBFb RUNX1 block | TRb-SRC2 inh
O=c1[nH]c(=O)c2nnc(N/N=C\c3ccc(O)cc3)nc2[nH]1 | -10% | 0.0% | -5% | -5% | -1% | -11% | -8% | 2%
CCCCCOC(=O)c1ccc(OC(=O)c2sc3ncn(Cc4cccc(F)c4)c(=O)c3c2C)cc1 | -3% | -1.1% | / | / | -12% | 1% | / | -1%
Nc1ccc(N=Nc2ccccc2Cl)c(N)n1 | 16µM*[quencher] | 0.0% | 2% | -6% | 12% | -2% | ? | 3%
CC(=O)Nc1ccccc1OCC(=O)NC(C)c1ccccc1 (stereo not given) | 2% | 0.0% | -5% | 12% | -4% | 1% | 0% | 1%
CCn1c(=O)cc(OCC(=O)N(C)C2CCCCC2)c2ccccc21 | -9% | 1.0% | 10% | -12%[46.1 µM] | 1% | -4% | 2% | 0%
COc1ccc(C(C)=O)cc1COc1ccc(Cl)cc1Cl | -23% | -3.2% | 0% | 17% | -12% | 1% | 3% | 3%
CN(C)C(=O)CN(c1ccc2c(c1)OCO2)S(C)(=O)=O | -4% | 0.1% | -2% | -6%[46.1 µM] | -9% | 0% | 6% | -8%
Cc1cccc(CSc2ccc3nnc(-c4ccccn4)n3n2)c1 | -1% | -2.6% | 13% | -6% | -5% | -3% | ? | -1%
COc1cccc2oc(-c3ccccc3)cc(=O)c12 | -3% | -2.7% | -8%&-1% | / | -4% | -5%&-3% | 0% | 4%&-9%
N#Cc1c(-n2ncnc2-c2ccccc2Cl)sc2c1CCCCC2 | -10% | -1.6% | / | / | 3% | -17% | / | -2%
COc1ccc(N(CC(=O)NCc2ccncc2)S(=O)(=O)c2ccccc2[N+](=O)[O-])c(OC)c1 | -1% | 0.2% | 4% | 4% | -2% | 1% | 1% | -4%
CC(=O)OC1CCC2(O)CC1(C)CCC1C2CC1(C)C (stereo not given) | -8% | -0.2% | 11% | / | 1% | -5% | / | -3%
COc1ccc(-c2cc(C)no2)cc1S(=O)(=O)N1CCN(c2ccccc2F)CC1 | ? | 5.0% | / | / | -8% | 1% | / | -1%
Cc1nc(Cl)sc1C(=O)Nc1cccc(Cl)c1C | 4% | -0.9% | 1% | -9% | 0% | 1% | 5% | -2%
O=C(O)c1ccc(S(=O)(=O)Nc2ccc(F)c(Cl)c2)cc1 | -9% | 0.0% | 2% | 6%[46.1 µM] | 0% | 0% | 4% | 5%
CCOc1cccc(-c2nnc(SCC(=O)Nc3cc(C)ccc3OC)n2N)c1 | -14% | -0.7% | 4% | -3%[46.1 µM] | -11% | 3% | 6% | -21%
N#CC1=C(N)OC2=C(C(=O)CCC2)C12C(=O)N1CCCc3cccc2c31 (stereo not given) | -4% | 8.8% | 5% | -6%[46.1 µM] | 2% | 5% | 1% | 6%
O=C(CSc1nc2ccccc2c2nc(-c3ccccc3)nn12)Nc1ccc(Br)cc1 | -10% | -1.3% | / | / | -10% | -3% | / | -1%
COc1cccc(CNC(=O)Cn2nc(C)c3sc4ccccc4c3c2=O)c1OC | ? | -2.5% | / | / | 13% | -3% | / | -1%
COc1ccc(-c2nc3cc(NC(=O)c4ccc(C)cc4)ccc3o2)cc1Cl | -21% | 0.0% | / | / | ? | ? | / | -13%
O=CN1CCN(C2CC(=O)N(c3ccc4c(c3)OCO4)C2=O)CC1 (stereo not given) | -12% | -3.6% | 6% | -2%[46.1 µM] | 0% | 1% | 20% | 3%
Cc1cc(NC(=O)C2CCN(S(=O)(=O)c3cnc[nH]3)CC2)ccc1Br | -5% | 1.2% | 1% | -6%[46.1 µM] | -7% | 1% | 2% | 3%
COc1cc(/C=C2/C(=O)N(c3ccc([N+](=O)[O-])cc3)N=C2N2CCOCC2)ccc1O | -23% | -0.8% | -9% | 36% | -3% | -1% | -3% | ?
CC1=CC(C)(C)n2c(O)c(N=N)c3cc(C)cc1c32 | ? | 0.0% | -3% | -9% | ? | -1% | -28% | -2%
COc1ccc(C(=O)Nc2nc3n(n2)C(c2ccccc2)C=C(c2ccccc2)N3)cc1 (stereo not given) | -13% | -1.1% | / | / | -5% | -2% | / | -1%
CC(=O)c1ccc(N2CCN(S(=O)(=O)c3ccc4c(c3)CC(C)N4C(=O)C3CCC3)CC2)cc1 (stereo not given) | -4% | 0.0% | / | / | 4% | 4% | / | 5%
Cn1c(NCC(O)CO)nc2c1c(=O)n(Cc1ccc(Cl)c(Cl)c1)c(=O)n2C (stereo not given) | -13% | -2.3% | 12% | -15%[46.1 µM] | 19% | 0% | -9% | 2%
CCCC(C)C(=O)Nc1nc(C)c(-c2csc(Nc3cc(OC)ccc3OC)n2)s1 (stereo not given) | 8.9µM*[quencher] | -1.1% | -1% | -10%[46.1 µM] | ? | -2% | -17% | -4%
Cc1[nH]c2ccccc2c1C(=O)NS(=O)(=O)Nc1ccc(Cl)cc1 | -6% | -2.7% | 2% | 1% | -3% | -1% | 7% | 3%
Cc1nc2sc(C(=O)Nc3ccccc3)c(N)c2c(C)c1[N+](=O)[O-] | -14% | 1.1% | 1% | -24% | -1% | -3% | -5% | -2%

Full records from above:
`COc1ccc(C(=O)Nc2nc3n(n2)C(c2ccccc2)C=C(c2ccccc2)N3)cc1` (stereo not given) is entered as Tau fluor cs = -13%; Epigenetic reg = -1.1%; aGal spleen mod = /; NPSR antag = /; Tau fibril FP = -5%; TexasRed fluor = -2%; CBFb RUNX1 block = /; TRb-SRC2 inh = -1%
`Cc1[nH]c2ccccc2c1C(=O)NS(=O)(=O)Nc1ccc(Cl)cc1` is entered as Tau fluor cs = -6%; Epigenetic reg = -2.7%; aGal spleen mod = 2%; NPSR antag = 1%; Tau fibril FP = -3%; TexasRed fluor = -1%; CBFb RUNX1 block = 7%; TRb-SRC2 inh = 3%

Continuation.
SMILES | Tau fluor cs | Epigenetic reg | aGal spleen mod | NPSR antag | Tau fibril FP | TexasRed fluor | CBFb RUNX1 block | TRb-SRC2 inh
Cc1c(F)cccc1NC(=O)CCC(=O)O | 6% | 3.2% | 7% | -5%[46.1 µM] | 2% | 0% | 5% | 6%
CC(C)n1nc(C(=O)N2CCN(S(=O)(=O)c3cccs3)CC2)c2ccccc2c1=O | -9% | 0.0% | 7% | 0% | -1% | -2% | 16% | -4%
O=C(COC(=O)/C=C/c1ccccc1)NCCC1=CCCCC1 | -11% | 1.1% | 0% | 17% | -5% | 5% | 5% | -4%
CN(CCc1ccccn1)S(=O)(=O)c1ccc2c3c(cccc13)C(=O)N2 | -1% | -1.1% | 2% | 0%[46.1 µM] | -1% | -2% | 11% | -7%
CCCCC(=O)NCc1ccc(Cl)cc1 | 13% | -0.9% | 4% | 11% | 3% | 2% | 2% | 8%
Cc1ccccc1-n1cnc2c(sc3nc(N4CCOCC4)c4c(c32)CCCC4)c1=O | 2% | 1.1% | 5% | ? | -2% | -10% | -18% | -9%
CC(=O)OC(C)C(=O)NS(=O)(=O)c1ccc(C)cc1 (stereo not given) | -3% | -1.1% | 1% | -7% | -3% | -2% | -1% | -4%
CC1=C(C(=O)OC2CCCCC2)C(c2ccc(C)o2)C2=C(CC(C)(C)CC2=O)N1 (stereo not given) | 1% | -2.0% | 3% | ? | 2% | 2% | 2% | -9%
CN(CCc1ccccn1)C(=O)CC1C(=O)NCCN1Cc1ccc(-c2ccccc2)cc1 (stereo not given) | -11% | -1.8% | -7% | -9% | -4% | 0% | -4% | -3%
COc1ccc(CNC(=O)C(CC(C)C)NS(=O)(=O)c2ccc3c(c2)CCN3C(C)=O)cc1 (stereo not given) | -8% | -0.1% | / | / | -7% | 0% | / | -6%
Cc1ccc(C(=O)N2CCN(C3CCCCC3)CC2)s1 | -2% | 1.1% | -1% | -12%[46.1 µM] | 2% | 2% | 6% | -1%
COc1cc(OC)c(NS(=O)(=O)c2ccc3oc(=O)c4ncn(C)c4c3c2)cc1Cl | 6% | 5.7% | / | / | -4% | -3% | / | -1%
O=C1CN(Cc2cc(=O)oc3cc4c(cc23)CCC4)CCN1 | -2% | -3.2% | 2% | 6% | -4% | -1% | 7% | -4%
CCOC(=O)c1cccc(NC(=O)c2cc3ccccn3n2)c1 | -25% | 1.3% | / | / | 1% | 1% | / | 8%
CCN(CC)c1ccc(/C=N/NC(=O)c2ccc([N+](=O)[O-])cc2)cc1 | -19% | 5.1% | -7% | 15% | -4% | -1% | -7% | -4%
CCc1nn2c(=O)cc(COC(=O)c3ccccc3)nc2s1 | -2% | 0.0% | / | / | -1% | -5% | / | -2%
O=S(=O)(c1ccc(OCC(O)CN2CCCCC2)cc1)N1CCOCC1 (stereo not given) | 7% | 0.0% | 8% | 10%[46.1 µM] | 2% | -4% | 4% | -1%
c1ccc(CNn2c(N3CCOCC3)nc3ccccc32)cc1 | -27% | 0.0% | -1% | -2%[46.1 µM] | -2% | 0% | -1% | 5%
O=C1CC(N2CCOCC2)C(=O)N1c1ccc(Cl)cc1 (stereo not given) | 4% | -1.8% | 11% | 5% | 10% | -1% | 7% | -4%
COc1cccc(Cn2cnc3c(NS(=O)(=O)c4cc(Cl)ccc4Cl)c(C)c(C)cc32)c1 | -29% | 2.5% | 11% | -7%[46.1 µM] | 0% | -4% | -2% | -6%
COc1cccc(NC(=S)/C(=C(\[O-])c2cc(C)n(-c3ccccc3F)c2C)[n+]2ccc(N(C)C)cc2)c1 | -14% | -0.9% | -1% | -50% | -2% | 0% | -22% | 4%
O=C(C1=C[C@H](c2csc3ccccc23)C[C@H](OCCCCO)O1)N1CCN(Cc2ccccc2)CC1 | -11% | -1.5% | -5% | ? | -1% | 0% | ? | -3%
CNc1ccc(S(=O)(=O)NCC(=O)OCC(=O)Nc2cccc(Cl)c2Cl)cc1[N+](=O)[O-] | -11% | 0.0% | 5% | 6% | 3% | -1% | -9% | -1%
O=C(NCc1cccc(Cl)c1)c1cccc(C(F)(F)F)c1 | -22% | 0.1% | -2% | -9%[46.1 µM] | -6% | 1% | 14% | -13%

High-throughput results: PubChem BioAssay, National Center for Advancing Translational Sciences (NCATS)
